High-throughput results (PubChem BioAssay)
OX1R antag – blocks the human orexin 1 receptor; inhibition, % at 6.6 µM; O43613; AID 485270; 330,000 tested, 1.8% active; OX1R-expressing cells, FRET antagonist read-out; in the data active = inhibition mostly above about 38%, no sharp cut-off; inactive = mostly below about 40%;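 note: 0% = agonist challenge alone and 100% = reference antagonist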
Target sequence (O43613 whole entry, looked up): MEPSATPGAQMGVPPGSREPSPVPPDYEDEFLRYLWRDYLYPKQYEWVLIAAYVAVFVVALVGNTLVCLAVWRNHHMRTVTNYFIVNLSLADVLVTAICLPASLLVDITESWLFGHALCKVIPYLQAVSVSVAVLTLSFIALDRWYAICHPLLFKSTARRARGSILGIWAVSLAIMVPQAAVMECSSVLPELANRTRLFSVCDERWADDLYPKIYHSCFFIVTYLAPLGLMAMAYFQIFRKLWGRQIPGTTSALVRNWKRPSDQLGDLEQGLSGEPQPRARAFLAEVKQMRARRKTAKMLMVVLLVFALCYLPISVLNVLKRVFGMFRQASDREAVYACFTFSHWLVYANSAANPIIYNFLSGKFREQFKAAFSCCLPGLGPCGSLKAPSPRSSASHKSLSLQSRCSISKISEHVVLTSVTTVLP
STK33 inh – blocks human STK33 kinase activity | purified STK33, MBP phosphorylation, ADP-Glo luminescence | inhibition, % at 10 µM | 320,000 tested, 0.073% active;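 active = inhibition at or above 25%, using the most active replicate where run in duplicate; inactive = inhibition below 25%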
Target sequence (Q9BYT3 whole entry, looked up): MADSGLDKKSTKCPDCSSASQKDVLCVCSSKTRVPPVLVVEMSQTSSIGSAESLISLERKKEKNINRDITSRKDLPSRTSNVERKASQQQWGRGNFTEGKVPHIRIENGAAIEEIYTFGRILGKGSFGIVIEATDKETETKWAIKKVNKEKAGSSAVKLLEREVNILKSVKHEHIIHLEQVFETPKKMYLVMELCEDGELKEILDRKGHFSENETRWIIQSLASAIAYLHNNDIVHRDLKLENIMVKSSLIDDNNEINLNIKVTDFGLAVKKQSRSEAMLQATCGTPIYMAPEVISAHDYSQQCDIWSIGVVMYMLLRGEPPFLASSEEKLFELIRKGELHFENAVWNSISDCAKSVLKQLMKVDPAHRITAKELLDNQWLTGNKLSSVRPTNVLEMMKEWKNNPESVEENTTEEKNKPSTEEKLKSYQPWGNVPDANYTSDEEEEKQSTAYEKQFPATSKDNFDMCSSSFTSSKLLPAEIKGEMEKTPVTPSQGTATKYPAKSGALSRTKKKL
* = called active by the depositor; nt = no result given. This is a random part of the collection. Share with any hit: about 1.8%.

SMILES	OX1R antag	STK33 inh
CC(C)N1C(=O)CCC1C(=O)NCc1ccc(F)cc1Cl (stereo not drawn)	3.3	-1.4
CCn1c(C)nnc1SCC(=O)Nc1ccccc1Cl	0.3	-2.8
CSCCC(NC(=O)c1ccccc1Br)C(=O)NCCCn1nc(C)cc1C (stereo not drawn)	18.4	-1.4
C=CCn1c(SCC(=O)N(C)C2CCS(=O)(=O)C2)nnc1-c1ccccc1 (stereo not drawn)	7.1	-1.1
COC(=O)Cc1ccc(O)c(N)c1	0.9	-1.1
O=C(NCc1ccccc1)C12CN(Cc3ccccc3)CC1C(c1cccc([N+](=O)[O-])c1)=NO2 (stereo not drawn)	33.9	0.7
CCc1ccc(NC(=O)N(C2CCC(C)CC2)C2CCN(C(C)=O)CC2)cc1 (stereo not drawn)	12.7	2.9
Cc1nn(-c2ccccc2)c(=O)c2ccccc12	4.2	-2.3
Nc1ncnc(N2CCOCC2)c1N	15.7	0.1
O=C(NCc1cccs1)c1ccccc1	6.8	-0.1
CC(C)n1ncc2c(C(=O)N3CCN(Cc4ccc(Cl)s4)CC3)cc(C3CC3)nc21	8.3	-0.2
CCC(=O)OC1(C)C(=O)C=C2C=C(CCCC(=O)OC)OC=C2C1=O (stereo not drawn)	3.2	0.8
Cc1cc2c(nn1)CCC/C2=N\O	32.9	-0.8
O=C1c2ccccc2C(O)(Cc2ccccc2)N1CCCN1CCOCC1 (stereo not drawn)	3.6	-1.0
CCOc1ccc(CCNC(=O)c2ccc3c(=O)n4c(nc3c2)CCCCC4)cc1	16.1	1.4
O=C(CSc1nc2ccc([N+](=O)[O-])cc2[nH]1)NCCc1ccccc1	18.5	-0.9
Cc1cccc(OCC(=O)Nc2ccc3c(C)cc(=O)oc3c2)c1	10.1	-2.1
COc1ccc(C)cc1-n1nnnc1SCC(=O)NC(=O)NCc1ccco1	1.4	-3.0
CCOc1ccc(N(CC(=O)NCc2ccc(OC)cc2)C(=O)CCC(=O)Nc2nccs2)cc1	16.4	0.1
O=C(NCN1CCCCC1)c1cnccn1	8.6	-1.0
CCN(c1ccccc1)S(=O)(=O)c1ccc(C(=O)N2CC(C)CC(C)C2)cc1 (stereo not drawn)	19.9	0.4
O=C(CCN1CCCC1)c1cccs1	4.2	-0.9
CC(C)(C)OC(=O)N1CCC(c2c(C(=O)N3CCN(C4CCCCC4)CC3)cnn2-c2ccccc2)CC1	16.3	-1.7
O=C(/C=C/c1cccc([N+](=O)[O-])c1)Nc1ccccn1	16.6	-3.2
CCCc1cc(=O)[nH]c(SCC(=O)N(C)C2CCCCC2)n1	-1.3	-1.1
O=C(c1cc2c(=O)n3ccccc3nc2s1)N1CCc2ccccc2C1	43.6	nt
COc1cccc(NC(=O)CSCC(=O)O)c1	11.1	-1.5
Cc1cc(C)c(C(=O)/C=C/c2ccco2)c(=O)[nH]1	14.7	-0.3
CC(C)CC(NC(=O)c1ccc(Cl)cc1)C(=O)OCC(=O)c1ccc2c(c1)NC(=O)CO2 (stereo not drawn)	42.0	0.0
CC[C@]12c3[nH]c4cc(-c5ccco5)ccc4c3CCN1C(=O)[C@@H](CC(=O)NCc1ccc(OC)c(OC)c1)C[C@@H]2C(=O)N1CCN(C(=O)C2CC2)CC1	-4.3	nt
Cc1ccc2c(c1)N(CCCC(=O)NCCCN1CCCCC1)C(=O)CO2	1.4	0.7
CCCN1C(=O)/C(=C/c2c(NCCCOC(C)C)nc3c(C)cccn3c2=O)SC1=S	13.9	-0.4
Nc1nc(CSc2nnc(-c3cccc(F)c3)n2-c2ccccc2)nc(N2CCOCC2)n1	7.0	0.1
Cc1cccc(N(C(=O)CNC(=O)c2ccco2)C(C(=O)NC2CCCC2)c2ccncc2)c1C (stereo not drawn)	18.6	-0.8
O=C(CN1CC(=O)Oc2ccccc21)OCC(=O)c1ccccc1	4.6	-0.1
CN1C(=S)SC(N2OC3C(=O)N(c4ccccc4)C(=O)C3C2c2ccc(Cl)cc2)C1(C)C (stereo not drawn)	8.8	0.2
CC(NC(=O)c1cc2c(=O)n3ccccc3nc2n(CC2CCCO2)c1=N)c1ccccc1 (stereo not drawn)	36.9*	-0.3
COc1ccccc1C(CCNCc1ccccc1)c1ccc(OC(C)C)cc1 (stereo not drawn)	12.2	1.7
CCC(NC(=O)c1ccc2nc(Cc3ccc(OC)cc3)oc2c1)c1ccncc1 (stereo not drawn)	18.9	-1.9
COc1ccc(S(=O)(=O)NCc2nc3nc(C)cc(C)n3n2)cc1OC	4.7	-1.2

Sorted by molecular weight (ascending): part of the list above.
SMILES	OX1R antag	STK33 inh
O=C(CN1CC(=O)Oc2ccccc21)OCC(=O)c1ccccc1	4.6	-0.1
COc1ccc(S(=O)(=O)NCc2nc3nc(C)cc(C)n3n2)cc1OC	4.7	-1.2
CCC(NC(=O)c1ccc2nc(Cc3ccc(OC)cc3)oc2c1)c1ccncc1 (stereo not drawn)	18.9	-1.9
CCCN1C(=O)/C(=C/c2c(NCCCOC(C)C)nc3c(C)cccn3c2=O)SC1=S	13.9	-0.4
Nc1nc(CSc2nnc(-c3cccc(F)c3)n2-c2ccccc2)nc(N2CCOCC2)n1	7.0	0.1
CN1C(=S)SC(N2OC3C(=O)N(c4ccccc4)C(=O)C3C2c2ccc(Cl)cc2)C1(C)C (stereo not drawn)	8.8	0.2

Remaining list, next part.
SMILES	OX1R antag	STK33 inh
Cc1cc(C)cc(N(C(=O)c2csnn2)C(C(=O)NC(C)(C)C)c2cccnc2)c1 (stereo not drawn)	10.9	nt
NC(=S)N=Nc1c(O)n(CCCl)c2ccc(Cl)cc12	37.2	-0.7
CN1C(=O)[C@@H]2C[C@@]3([C@@]45C[C@H]6C(=O)N(C)[C@@H](Cc7ccccc7)C(=O)N6[C@@H]4Nc4ccccc45)c4ccccc4N[C@H]3N2C(=O)[C@@H]1Cc1ccccc1	19.0	-0.3
Cn1nc(C2CC2)cc1NC(=O)CC(CC(=O)O)c1ccccc1 (stereo not drawn)	1.9	-1.2
COc1cc(C(=O)Nc2ccccc2C2COC(=O)C2=N)cc(OC)c1OC (stereo not drawn)	17.5	-0.1
Cc1nc(C)n(C(C)CNC(=O)c2ccccc2)n1 (stereo not drawn)	nt	-1.3
COc1cccc(/C=N/NC(=O)C(=O)NCc2ccco2)c1OC	14.0	0.1
O=C(CC12CC3CC(CC(C3)C1)C2)N1CCN(S(=O)(=O)c2cccs2)CC1	-24.4	-0.5
C[n+]1ccc(/C=C/c2c[nH]c3ccccc23)cc1	58.2	-1.2
O=C(c1ccccn1)N1CCN(S(=O)(=O)c2cccc(Br)c2)CC1	5.5	-0.8
CC(C)CCNC(=O)c1onc(CSc2ccc(F)c(F)c2)c1C(=O)NCCC(C)C	12.2	-0.9
CN(C)N1C(N)=C(C#N)C(c2ccccc2)C2=C1CC(C)(C)CC2=O (stereo not drawn)	3.3	-0.8
C=CCn1cnnc1SCC(=O)N(C)CC1COc2ccccc2O1 (stereo not drawn)	8.0	-0.5
CCN1CCN(S(=O)(=O)c2c[nH]c(C(=O)OC)c2)CC1	-8.5	0.0
Cn1cccc1/C=C1/SC(=S)N(CC(=O)O)C1=O	26.3	-3.2
CCOC(=O)c1ccccc1NC(=O)COC(=O)CN1C(=O)NC2(CCCC2)C1=O	1.1	0.8
Cc1cc(C)c2sc(N(CCCN(C)C)C(=O)c3ccc(S(=O)(=O)N4CCc5ccccc5C4)cc3)nc2c1	-0.5	0.3
C#CC(CC)(CC)NC(=O)c1nn(-c2ccccc2Cl)c(C)cc1=O	13.2	-1.2
COc1cc2c(cc1OC)C(C)N(C(=O)c1cc3c(s1)-c1ccccc1OC3)CC2 (stereo not drawn)	21.6	-3.5
CN(Cc1ccccc1)C(=O)COC(=O)C1=NNC(=O)CC1	-3.5	-6.6
CCN(Cc1nc(-c2ccc(Cl)cc2)no1)CC1CCCO1 (stereo not drawn)	0.7	-1.5
Cc1ccc(S(=O)(=O)/N=C(/Nc2ccc(F)cc2F)c2ccccc2)cc1	10.4	-1.0
C=CC(=O)Nc1cccc(Oc2cc(Cl)nc3[nH]ccc23)c1	13.1	-1.2
Cc1nn(-c2ccccc2)c(C)c1C(=O)Nc1ccc(N2CCOCC2)cc1	7.2	nt
Cc1sc(=NC(=O)c2ccco2)n(C)c1-c1ccccc1	6.8	-4.1
CCCCN(C)C(=O)c1nc2ccccn2c1CN1CCC[C@H]1CO	7.2	1.0
Cc1cc(C)c2c(N)c(C(=O)c3ccccc3)sc2n1	24.4	-0.8
Cc1cccc(C(=O)NC2CCN(C(=O)Nc3ccc(F)cc3)CC2)c1	16.8	0.1
CCc1nc2sc3ccccc3c(=O)c2c(=O)n1CCOC	8.3	-1.6
CNc1ccc(/C=C/C(=O)c2cccc3ccccc23)cc1[N+](=O)[O-]	17.6	-2.3
CC1C(=O)N2CCCc3cc(S(=O)(=O)N4CCN(c5ccccc5F)CC4)cc1c32 (stereo not drawn)	19.5	1.4
CCN(C(=O)COc1ncnc2scc(-c3ccc(F)cc3)c12)C1CCS(=O)(=O)C1 (stereo not drawn)	16.1	-0.5
NC(=O)c1sc2nc3c(c(-c4cccs4)c2c1N)CCCCC3	19.4	0.1
CN1CCN(c2ccc(NC(=O)c3ccc(-c4cccc([N+](=O)[O-])c4)o3)cc2)CC1	18.2	35.8*
CC(=O)Nc1ccc(S(=O)(=O)N(C)CC(=O)NC2CCCCCCC2)cc1	9.5	-1.6
O=C(COc1ccccc1)NNC(=O)c1cccs1	5.4	-2.6
Cc1cccc(Oc2coc3cc(OC(=O)c4cncc(Br)c4)ccc3c2=O)c1	13.4	-1.9
CC(C)(C)OC(=O)NCCCC[C@@H](C(=O)N1CCN(C(=O)OC(C)(C)C)CC1)n1cc(C(CO)NC(=O)OC(C)(C)C)nn1 (stereo partly drawn)	3.8	0.3
O=C(Nc1cccc(F)c1)c1cc(S(=O)(=O)N2CCC(C(=O)O)CC2)ccc1F	5.9	0.0
COc1ccc(N2C(=S)NC3N2C(=S)NC3(C)c2ccccc2)cc1 (stereo not drawn)	23.5	1.5
CCC(CC)c1nnc(NC(=O)c2cc(-c3ccccc3)nc3ccccc23)s1	24.7	-1.5
O=C1C2C3C=CC(C4CC34)C2C(=O)N1/N=C/c1ccc(-c2ccc([N+](=O)[O-])cc2)o1 (stereo not drawn)	16.7	-1.5
CCCCC(OC(=O)c1cc2occc2n1C)C(=O)NCC1CCCO1 (stereo not drawn)	31.0	-0.6
CC(C)(OC(=O)NC(=O)C(F)(F)F)C(C)(C)OC(=O)NC(=O)C(F)(F)F	1.0	-1.5
COc1cnc(-c2ccccc2)[nH]c1=O	5.2	-0.1
COC(=O)c1sc2ncn(-n3c(C)ccc3C)c(=O)c2c1C	3.0	0.8
COC(=O)c1ccc(C2C(Oc3ccccc3C)C(=O)N2CCc2ccc(OC)c(OC)c2)cc1 (stereo not drawn)	33.2	-0.4
Cn1c(=O)[nH]c(=O)c2c1nc(SCC(=O)O)n2Cc1ccccc1	6.0	-1.6
CCOc1ccc(CCNC(=O)C2CC(=O)N(CCc3ccc(OC)c(OC)c3)C2)cc1OCC (stereo not drawn)	10.1	-0.8
Cc1cccc(C)c1NC(=O)Cn1nnnc1N	5.6	-0.8
Later entries.
SMILES	OX1R antag	STK33 inh
CC(O)CNc1ncnc2nc[nH]c12 (stereo not drawn)	7.0	-2.1
O=C(NC1CCCCC1)C(c1ccccc1F)N(Cc1ccco1)C(=O)Cn1nnc2ccccc21 (stereo not drawn)	21.2	-1.3
COc1ccc(/C(N)=N/OC(=O)CCc2ccccc2)cc1OC	13.3	-2.1
COC(CNC(=O)CCc1c(C)nc2c(c(C)nn2-c2ccc(C)cc2)c1C)OC	nt	0.0
CCC(=O)N(Cc1cc2ccc(C)cc2n2nnnc12)C1CCCCC1	3.1	0.3
COc1ccc(CN2CCN(Cc3ccc(C(F)(F)F)cc3)CC2)cc1	-7.4	-0.4
COc1ccc(S(=O)(=O)CC(=O)c2cc3cccc(C)c3oc2=O)cc1	14.7	-0.3
Cc1cccc(C)c1NC(=O)CSc1ncnc2[nH]ncc12	4.4	-0.2
CCN1C(=O)[C@H]2[C@@H](c3ccc(-c4ccc5c(c4)OCO5)cc3)N3CCC[C@@]3(C(=O)OC)[C@H]2C1=O	13.7	-0.5
Cc1ccc2sc(N3CCN(CCNC(=O)c4ccco4)CC3)nc2c1C	14.0	-1.8

The closing 5 records of the section before lead into the next:
SMILES	OX1R antag	STK33 inh
COc1ccc(CN2CCN(Cc3ccc(C(F)(F)F)cc3)CC2)cc1	-7.4	-0.4
COc1ccc(S(=O)(=O)CC(=O)c2cc3cccc(C)c3oc2=O)cc1	14.7	-0.3
Cc1cccc(C)c1NC(=O)CSc1ncnc2[nH]ncc12	4.4	-0.2
CCN1C(=O)[C@H]2[C@@H](c3ccc(-c4ccc5c(c4)OCO5)cc3)N3CCC[C@@]3(C(=O)OC)[C@H]2C1=O	13.7	-0.5
Cc1ccc2sc(N3CCN(CCNC(=O)c4ccco4)CC3)nc2c1C	14.0	-1.8
Cc1cc(C(=O)COC(=O)COc2ccc(C#N)cc2)c(C)n1C1CC1	13.8	-0.4
CCC1CCCCN1CCCNC(=O)c1ccc(/C=C2/Sc3ccccc3NC2=O)cc1 (stereo not drawn)	14.9	3.9
COc1ccccc1OCC(=O)NCCS(=O)(=O)N1CCN(c2ccc(F)cc2)CC1	6.1	0.7
COc1ccc(-c2noc(CCCc3ccccc3)n2)cc1OC	24.4	-2.1
COc1ccc(C)cc1NC(=O)CCCN1C(=S)NC(C)(C)CC1C (stereo not drawn)	42.4	0.4
CCN(CC)S(=O)(=O)c1cc(NS(=O)(=O)c2cccs2)ccc1C	20.9	-1.7
Nc1nc(SCC(=O)c2ccc(F)cc2)n[nH]1	22.3	-2.0
O=C(Nc1ccccn1)[C@@H]1CCC(=O)N1C(=O)OCc1ccccc1	7.6	-1.2
CCc1ccc(Nc2nnc(SCC(=O)N(C)CC(=O)Nc3ccccc3CC)s2)cc1	8.0	-2.0
O=C(O)c1ccc([N+](=O)[O-])c(CS(=O)(=O)c2ccccc2)c1	17.6	0.9
NC(=O)COc1ccc(NC(=O)CC23CC4CC(CC(C4)C2)C3)cc1	-4.0	-0.2
COc1cccc(CN(CC(=O)NC2CCCC2)C(=O)Cn2nnc(-c3cccs3)n2)c1	25.3	-1.7
CCCN(CCC)C(=O)CC(c1ccc(F)cc1)c1ccco1 (stereo not drawn)	20.9	-1.7
